# Screens: PubChem BioAssay, National Center for Advancing Translational Sciences (NCATS)
# CHX counter: counter-screen for Shiga toxin inhibitors: cycloheximide protein synthesis inhibition. cell reporter, cycloheximide protein synthesis inhibition counterscreen. max response, %. actives 12% (n = 300,000). AID 2314; in the data active means max response mostly above about 13%, no sharp cut-off; inactive means mostly below about 14%; further: read at 38.3 µM for the half of the compounds with a filed dose; 0% is about no effect
# AMA1 RON2 block: inhibitors of Plasmodium falciparum AMA1-RON2 interaction. Potency, µM (highest dose often 58.2 µM), for the others: top-dose activity change, negative = inhibition, most hits filed as inhibitors. AlphaScreen AMA1-biotinylated RON2 peptide binding. AID 720542. actives 0.2% (n = 360,000);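 further: potency means the concentration at half of the fitted maximal effect; 0% = vehicle wells and -100% = peptide control; nearly all actives have a fitted effect of over 45% in size; some results filed as inactive show a strong effect at the top dose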
#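 AMA1 (3D7) with his tag at 25 nM final met compounds first, then biotinylated RON2 peptide at 25 nM; detection used donor plus acceptor beads, 10 µg/mL apiece, read by AlphaScreen after 30 min at room temperature.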
# Shiga inhibitor: inhibitors of Shiga toxin in Vero cells; Vero cells, Shiga toxin protein synthesis inhibition reporter; actives 9.2% (n = 290,000); inhibition, % at 38.7 µM; in the data active means inhibition mostly above about 28%, no sharp cut-off; inactive means mostly below about 43%; further: 0% is about no effect
# AmpC no deterg: AmpC beta-lactamase inhibition without detergent | P00811 | AmpC nitrocefin hydrolysis, absorbance 480 nm, 0.0001% Triton | Potency, µM (doses to about 57.1 µM), inactives show top-dose activity change, negative = inhibition, most hits filed as inhibitors | actives 0.52% (n = 330,000);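 further: potency means the concentration at half of the fitted maximal effect; plate controls were no compound for no effect and no enzyme for full effect; nearly all actives have a fitted effect of over 20% in size; some results filed as inactive show a strong effect at the top dose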
# Target sequence (P00811 whole entry, looked up): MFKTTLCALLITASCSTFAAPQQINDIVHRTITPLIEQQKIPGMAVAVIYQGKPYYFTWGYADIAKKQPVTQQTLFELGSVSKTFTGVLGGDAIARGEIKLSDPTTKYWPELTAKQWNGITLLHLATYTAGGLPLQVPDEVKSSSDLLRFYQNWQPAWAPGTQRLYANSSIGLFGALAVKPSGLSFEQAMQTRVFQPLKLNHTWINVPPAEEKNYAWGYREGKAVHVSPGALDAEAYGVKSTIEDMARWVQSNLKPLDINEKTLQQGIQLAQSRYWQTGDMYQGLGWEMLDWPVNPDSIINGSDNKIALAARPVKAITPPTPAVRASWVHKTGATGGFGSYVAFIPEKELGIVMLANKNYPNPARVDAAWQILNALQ
#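 AmpC (5.3 nM in the dispensed reagent) in 20 mM phosphate pH 7.0 with 0.01% (detergent screen) or 0.0001% Triton X-100 was preincubated with compounds for 15 min at room temperature. Nitrocefin was then added from an 800 uM solution, and hydrolysis was followed at 480 nm.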
# AmpC detergent: inhibitors of E. coli AmpC beta-lactamase with detergent | P00811 | AmpC hydrolysis of nitrocefin, absorbance 480 nm, 0.01% Triton | Potency, µM (top dose mostly 114 µM), without a hit: top-dose activity change, negative = inhibition, usual class: inhibitors | actives 0.041% (n = 370,000);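 further: potency means the concentration at half of the fitted maximal effect; 0% = no-compound wells and -100% = no-enzyme wells; nearly all actives have a fitted effect of over 25% in size; some results filed as inactive show a strong effect at the top dose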
#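 20 mM phosphate pH 7.0 + 0.01% (detergent screen) or 0.0001% Triton X-100; 5.3 nM AmpC reagent; cpd preinc 15 min RT; nitrocefin (800 uM stock) to start; A480 q20 s × 4 min; Activity was normalised to no-enzyme and no-compound control wells.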
# HCMV antiviral: inhibitors of human cytomegalovirus | activity change, negative = inhibition, % at 57.5 µM | HFF cells, HCMV-luciferase reporter, 72 h; active compounds read low | AID 1259415 | actives 4.5% (n = 410,000); in the data active means activity change below about -60%; inconclusive means no clear call, values can overlap the other calls; inactive means above about -39%; further: on the % scale 0 is the no-effect control and ±100 the full control effect
#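 Two compound doses tested in HFFs infected with HCMV-luciferase, MOI 1 PFU/cell, 72 h at 37C. Lysate luminescence read with OneGlo; data normalized against buffer-only and 10uM Salinomycin inhibitor controls.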
# Giardia FBPA inh: inhibitors of Giardia lamblia fructose-1,6-bisphosphate aldolase. A8B2U2. actives 0.71% (n = 290,000). Potency, µM (titrated, usually from 59.6 µM), for the others: at the top dose activity, negative = inhibition, actives largely listed as inhibitors. purified Giardia FBPA. AID 2451; further: potency means the concentration at half of the fitted maximal effect; on the % scale 0 is the no-effect control and ±100 the full control effect; nearly all actives have a fitted effect of over 55% in size
# Target sequence (A8B2U2 whole entry, looked up): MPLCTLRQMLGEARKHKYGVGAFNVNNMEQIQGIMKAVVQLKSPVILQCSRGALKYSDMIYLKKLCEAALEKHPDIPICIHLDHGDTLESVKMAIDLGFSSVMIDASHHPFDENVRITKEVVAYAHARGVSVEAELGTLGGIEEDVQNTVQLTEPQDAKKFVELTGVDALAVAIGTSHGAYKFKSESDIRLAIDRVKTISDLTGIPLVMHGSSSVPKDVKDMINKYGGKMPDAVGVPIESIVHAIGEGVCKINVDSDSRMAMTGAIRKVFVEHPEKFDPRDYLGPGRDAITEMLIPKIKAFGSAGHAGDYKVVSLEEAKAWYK
#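 Giardia FBPA (40 nM reagent) was preincubated 10 min at RT with compound (up to 57.5 uM final), then substrate plus GAPDH/TPI/NAD/arsenate coupling system with diaphorase/resazurin was added; resorufin fluorescence (525/598 nm) was read after 20 min.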
# An asterisk follows results filed as active; u = inconclusive; x = no result given; [ ] = another dose, or the depositor's remark. Unless noted, the call rests on the fitted dose curve; in most records, active means well fitted curve in the direction sought with a large enough effect; inconclusive means small, poorly fitted or top-dose-only effect, or another doubt; inactive means no such curve, though single readings can be large; an effect the other way counts as inactive or inconclusive.
# The opening four entries, ahead of the listing:
SMILES,CHX counter,AMA1 RON2 block,Shiga inhibitor,AmpC no deterg,AmpC detergent,HCMV antiviral,Giardia FBPA inh
COc1ccc(CN2C(=O)c3ccccc3C2C(=O)NCC2CCCO2)c(OC)c1 (stereo not given),8,3%,-7,5%,-12%,43,-13%
CCOC(=O)C1CCN(c2nc(-c3ccccc3)nc3c2oc2ccccc23)CC1,-2,-5%,-20,-1%,u,14,-6%
Brc1ccc(OCCCOc2cccc3cccnc23)cc1,12,11%,x,8%,u,59,1%
Cc1ccccc1-c1nc2ccccc2c(=O)n1C1CCS(=O)(=O)C1 (stereo not given),2,5%,-10,2%,0%,-33,-5%

# Results, previewed entries included:
SMILES,CHX counter,AMA1 RON2 block,Shiga inhibitor,AmpC no deterg,AmpC detergent,HCMV antiviral,Giardia FBPA inh
COc1ccc(CN2C(=O)c3ccccc3C2C(=O)NCC2CCCO2)c(OC)c1 (stereo not given),8,3%,-7,5%,-12%,43,-13%
CCOC(=O)C1CCN(c2nc(-c3ccccc3)nc3c2oc2ccccc23)CC1,-2,-5%,-20,-1%,u,14,-6%
Brc1ccc(OCCCOc2cccc3cccnc23)cc1,12,11%,x,8%,u,59,1%
Cc1ccccc1-c1nc2ccccc2c(=O)n1C1CCS(=O)(=O)C1 (stereo not given),2,5%,-10,2%,0%,-33,-5%
CCC(C)NC(=O)c1ccc(CSCc2cccc(F)c2)o1 (stereo not given),25*,2%,33,3%,u,18,3%
Cc1cc(C)cc(NC(=O)CSc2nc3c(c(=O)n2C)SC(C)C3)c1 (stereo not given),-1,33%[activator],-8,-28%,u,u,0%
Cc1ccc(-c2nnc(SCC(=O)N/N=C/c3c(C)nn(-c4ccccc4)c3C)n2-c2ccc(C)cc2)cc1,-2,-8%,10,-42%,-2%,-39,9%
Cc1nn(C)cc1/C=N\NC(=O)Cc1ccc([N+](=O)[O-])cc1,1,24%,38,-20%,-5%,-15,4%
COc1ccc(S(=O)(=O)Nc2ccc(F)c(F)c2)cc1C(=O)N1CCOCC1,-1,1%,-10,8%,u,26,7%
Cc1ccc(O)c(NC(=O)CCCC(=O)O)c1,-3,0%,15,-20%,-16%,u,-1%
COc1cc(C2/C(=C(\O)c3ccc4c(c3)OCCO4)C(=O)C(=O)N2Cc2ccco2)cc(OC)c1OC (stereo not given),1,-1%,-12,-19%,-9%,-35,x
COc1cc(OC)c(OC)cc1CN1CCCC(C(=O)c2sccc2C)C1 (stereo not given),-3,-11%,-16,10%,-1%,-30,1%
CC(NC(=O)CN(C)CC(=O)Nc1ccc(F)c(F)c1F)c1ccccc1 (stereo not given),-4,29%,12,-3%[11.4 µM],-10%,-35,-7%
COc1ccc(C2N(c3cc(Cl)ccc3OC)C(=O)C3CCCN32)cc1OC (stereo not given),-6,14%,-12,-9%,-6%,0,2%
O=C(NNC(=O)C1CCCN(c2ncccn2)C1)c1ccc(F)cc1 (stereo not given),-3,3%,-7,-12%,u,-34,0%
CC(=O)c1c(C)[nH]c(C(=O)NCCCN2CCCC2)c1C,-3,13%,-9,-14%,u,81,-13%
O=C(CSc1ncccc1C(=O)O)NC12CC3CC(CC(C3)C1)C2,-4,7%,-4,-11%,3%,8,-15%
O=C(CSc1nc2ccccc2c(=O)n1-c1ccc(SC(F)F)cc1)Nc1ccc(N2CCOCC2)cc1,10,u,-2,-1%,-9%,10,0%
COc1ccc(C2OC(=O)c3ccccc3S2)cc1 (stereo not given),24,50%[activator],3,-27%,u,-11,-1%
N#Cc1ccc(Cl)cc1NC(=O)COC(=O)c1cccc(S(=O)(=O)N2CCOCC2)c1,x,3%,x,-4%,-7%,7,x
COC(=O)C(Nc1nccs1)(OC)C(F)(F)F (stereo not given),14,0%,-2,-6%,-1%,-25,4%
Cc1ccc(C(=O)CSc2nnc(CNc3ccc(C)cc3C)n2Cc2ccco2)cc1,2,u,-9,-20%,3%,17,-1%
COCCNC(=O)C(=O)N/N=C/c1ccc(C(=O)OC)cc1,-1,31%[activator],8,-6%,-6%,37,4%
CC(=O)c1cccc(NC(=O)Nc2ccc(C(=O)N3CCCC3)cc2)c1,-1,0%,9,-26%,-7%,u,-1%
CC(=O)OC1CSc2nc3ccccc3n2C1 (stereo not given),-2,-3%,14,-10%,-16%,-7,-2%

# Next compounds:
SMILES,CHX counter,AMA1 RON2 block,Shiga inhibitor,AmpC no deterg,AmpC detergent,HCMV antiviral,Giardia FBPA inh
Cc1ccc(N2CC(C(=O)Nc3nnc(SCC(=O)NCC4CCCO4)s3)CC2=O)cc1 (stereo not given),-2,-1%,-2,3%,u,43,-13%
O=C(CC1Nc2ccccc2NC1=O)Nc1cc(Cl)cc(Cl)c1 (stereo not given),-5,23%,19,-29%,-2%,-20,-22%
O=C(CCN1C(=O)/C(=C/c2cccs2)SC1=S)Nc1ccccn1,10,-3%,-4,-36%,-2%,-26,6%
Cc1cccc(C2(c3cccc(C)c3)CC2C(=O)NCC2CCCO2)c1 (stereo not given),-3,1%,14,24%,-8%,3,1%
N#Cc1cccc(NC(=O)CSc2cccc[n+]2[O-])c1,x,7%,x,-9%,x,8,x
O=C(CCC(=O)OCC(F)(F)C(F)F)Nc1ccc(Cl)cc1,-2,-2%,-10,-8%,u,-9,10%
CC(=O)c1c(C)nc(-c2ccc(Cl)cc2)nc1N,44*,-10%,96*,-13%,5%,73,5µM*
Cn1ccnc1C(O)c1cccc(OCc2ccccc2)c1 (stereo not given),-1,-2%,-11,-24%,-2%,-8,4%
COc1ccc(NC(=O)CSc2nnc3ccc(-c4ccccn4)nn23)cc1OC,x,-2%,x,-1%,-14%,-17,x
Cc1ccc(NC(=O)CNC(=O)c2ccco2)nc1,13,-12%,7,3%,2%,8,x
Cc1ccc(-c2ocnc2C(=O)N2CCOCC2)cc1,-6,1%,4,-5%,2%,-20,3%
COc1cc2[nH]c(=S)nc(NCc3ccccn3)c2cc1OC,-2,35%[activator],15,-11%,2%,u,-8%
COc1ccc(C(=O)N2CCCC(C(N)=O)C2)cc1S(=O)(=O)N1CCOCC1 (stereo not given),x,-10%,x,-20%,u,60,x
COc1cccc(NC(=S)N(Cc2ccc(C(=O)O)cc2)Cc2ccc(OC)c(OC)c2)c1,-3,-15%,-4,-28%,0%,11,0%
O=C(CSC1=NCCS1)NC1CCCC1,-1,23%,-2,-2%,-4%,18,6%
CCOc1ccc(CCNC(=O)c2cccc(S(=O)(=O)N3CCOCC3)c2)cc1OCC,x,8%,x,40%,u,5,x
Cc1ccc(N2C(=O)c3ccccc3C2(O)c2ncc[nH]2)cc1 (stereo not given),-2,64%[activator],-3,-8%,u,-4,-12%
C=CCN(C)NC(=O)Nc1ccccc1,-7,-18%,4,-10%,0%,-4,-8%
Cc1cccc(-c2nnc(SCC(=O)Nc3cccc(C(=O)N4CCOCC4)c3)n2C)c1,-2,-3%,-11,-18%,u,10,0%
O=[N+]([O-])c1cc([N+](=O)[O-])c2n[nH]c(-c3ccccc3)c2c1,-4,-5%,26,-18%,5%,u,-1%
O=C(COC(=O)C1Cc2ccccc2CN1C(=O)c1ccccc1Cl)Nc1ccc(N2CCOCC2)cc1 (stereo not given),-2,-8%,-2,144%[activator],-7%,4,-11%
COc1ccc(NC(=S)Nc2cc(S(=O)(=O)N3CCCCC3)ccc2OC)cc1,1,x,-4,-58%,-20%,x,-10%
CS(=O)(=O)Nc1ccc(C(=O)NCc2ccccn2)cc1,-2,0%,1,-25%,-2%,-2,3%
COc1ccc(C(=O)COC(=O)/C=C/c2ccccc2[N+](=O)[O-])cc1,x,-14%,x,-31%,x,u,x
COc1ccc(CNc2nc3ccccc3n2C)c(OC)c1,40*,-8%,82*,-1%,5%,63,-5%

# Of the compounds above, these have a cyano group:
SMILES,CHX counter,AMA1 RON2 block,Shiga inhibitor,AmpC no deterg,AmpC detergent,HCMV antiviral,Giardia FBPA inh
N#Cc1ccc(Cl)cc1NC(=O)COC(=O)c1cccc(S(=O)(=O)N2CCOCC2)c1,x,3%,x,-4%,-7%,7,x
N#Cc1cccc(NC(=O)CSc2cccc[n+]2[O-])c1,x,7%,x,-9%,x,8,x

# The listing continues:
SMILES,CHX counter,AMA1 RON2 block,Shiga inhibitor,AmpC no deterg,AmpC detergent,HCMV antiviral,Giardia FBPA inh
O=C(N/N=C/c1ccc(N2CCOCC2)cc1)c1ccccc1OCCOc1ccccc1,10,-2%,12,-3%,-5%,4,-1%
Cc1cc(C)nc(N/C(=N\S(=O)(=O)Cc2ccccc2)Nc2cccc(Cl)c2C)n1,10,3%,33,-12%,2%,-28,4%
O=C(COC(=O)CCC(=O)c1ccc(F)cc1)Nc1ccccc1,-4,-12%,3,-20%,-4%,16,0%
O=C(CCn1ccc([N+](=O)[O-])n1)NC1CCCCCC1,-5,-4%,-3,-26%,-7%,61,1%
COc1cc(NC(=O)c2ccc(NC3=NC4CS(=O)(=O)CC4S3)cc2)cc(OC)c1 (stereo not given),-2,15%,-2,-10%,-9%,4,-7%
C/C(CC(=O)Nc1ccccc1-c1ccccc1)=N\NC(=O)COc1ccc(C)cc1Br,0,-7%,-4,39%,-10%,18,-10%
CCCSc1nnc(CSc2nc3nc(C)cc(C)n3n2)o1,-3,8%,-8,4%,4%,19,5%

# 5 entries from above in another layout:
# Every second line gives: CHX counter, AMA1 RON2 block, Shiga inhibitor, AmpC no deterg, AmpC detergent, HCMV antiviral, Giardia FBPA inh
Cc1cc(C)nc(N/C(=N\S(=O)(=O)Cc2ccccc2)Nc2cccc(Cl)c2C)n1
→ 10, 3%, 33, -12%, 2%, -28, 4%
O=C(COC(=O)CCC(=O)c1ccc(F)cc1)Nc1ccccc1
→ -4, -12%, 3, -20%, -4%, 16, 0%
O=C(CCn1ccc([N+](=O)[O-])n1)NC1CCCCCC1
→ -5, -4%, -3, -26%, -7%, 61, 1%
COc1cc(NC(=O)c2ccc(NC3=NC4CS(=O)(=O)CC4S3)cc2)cc(OC)c1 (stereo not given)
→ -2, 15%, -2, -10%, -9%, 4, -7%
C/C(CC(=O)Nc1ccccc1-c1ccccc1)=N\NC(=O)COc1ccc(C)cc1Br
→ 0, -7%, -4, 39%, -10%, 18, -10%
